# NOD1 inhibition: NOD1 signaling inhibitors, primary screen, cell-based, luminescence, uHTS (AID 1578); NOD1-driven NF-kB luciferase reporter cells, luminescence; higher % means a stronger effect; 1% of 290,000 active; inhibition, % at 4 µM; hits with a dose series show EC50 in µM; in the data active = inhibition mostly above about 36%, no sharp cut-off; inactive = mostly below about 34%;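 note: HEK-293T reporter cells stimulated with the NOD1 agonist gamma-tri-DAP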
# human PMI inhibitors: human PMI inhibitors, high substrate, primary screen, biochemical, fluorescence intensity, high mannose 6-phosphate (AID 1220); recombinant PMI enzyme, coupled fluorescence intensity; higher % means a stronger effect; 0.66% of 190,000 active; inhibition, % at 20 µM; hits with a dose series show IC50 in µM
# NOD2 inhibition: NOD2 signaling inhibitors, cell-based, luminescence, uHTS, HEK293 (AID 1566). HEK293 NOD2/NF-kB luciferase reporter, luminescence; higher % means a stronger effect. inhibition, % at 4 µM; hits with a dose series show EC50 in µM. 0.63% of 290,000 active; note: many of its hits are not listed in these tables
# LYP inhibition: PTPN22 lymphoid phosphatase activity blockers – biochemical, fluorescence intensity, uHTS (AID 1779). recombinant LYP phosphatase, fluorescence intensity; higher % means a stronger effect. inhibition, % at 11.5 µM; hits with a dose series show IC50 in µM. 0.054% of 290,000 active;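 note: plate controls were vehicle with enzyme for no effect and no enzyme for full effect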
# KOR beta-arrestin-1: KOR antagonists, beta-arrestin recruitment, cell-based, luminescence, uHTS (AID 1778). 0.091% of 290,000 active. inhibition, % at 10 µM, or IC50 in µM where a hit was titrated. KOR beta-arrestin recruitment, luminescence, antagonist mode; higher % means a stronger effect; note: strong numbers were not always called active
# TNAP activation fold: stimulation of alkaline phosphatase TNAP activity – biochemical, luminescent, no phosphate acceptor, uHTS, primary screen (AID 1001). purified TNAP, luminescent activation assay, no phosphate acceptor; higher activation fold means a stronger effect. activation fold at 20 µM, or EC50 in µM where a hit was titrated. 0.03% of 200,000 active; in the data active = activation fold from about 3, or a potency from the dose series; inactive = the rest, 99 in 100 with activation fold below about 1.6; note: many of its hits are not listed in these tables
# human PMI inhibition: inhibitors of human PMI, primary screen, biochemical, fluorescence intensity, coupled assay (AID 1209); one-dose inhibition, % at 20 µM; IC50 in µM for titrated hits; 0.42% of 190,000 active; purified PMI enzyme, coupled fluorescence intensity; higher % means a stronger effect;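 note: plate controls were DMSO vehicle for no effect and wells lacking substrate for full effect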
# XIAP displacement: XIAP antagonists, biochemical, IAP family, fluorescence polarization (AID 1018). 0.007% of 200,000 active. displacement, % at 20 µM; hits with a dose series show IC50 in µM. XIAP BIR domain, fluorescence polarization peptide displacement; higher % means a stronger effect; in the data active = displacement above about 50%; note: a part of the inactive calls stands beside numbers as strong as those of hits
# KOR beta-arrestin-2: kappa opioid receptor activators – cell-based, luminescence, uHTS, primary screen (AID 1777). 0.02% of 280,000 active. KOR beta-arrestin recruitment, luminescence; higher % means a stronger effect. activation, % at 10 µM, or EC50 in µM where a hit was titrated; in the data active = activation above about 50%, passing the limit was not always enough; note: a part of the inactive calls stands beside numbers as strong as those of hits
# An asterisk follows results filed as active; · = not tested or not shown; [ ] = another dose, or the depositor's remark. Cut-off read from the data, not from the text of the source, unless noted: active = inhibition above about 50%; inactive = the rest.
SMILES,NOD1 inhibition,human PMI inhibitors,NOD2 inhibition,LYP inhibition,KOR beta-arrestin-1,TNAP activation fold,human PMI inhibition,XIAP displacement,KOR beta-arrestin-2
COc1cc(C2C=C(c3cccs3)Nc3ncnn32)cc(OC)c1OC (stereo not given),-41%,-44%,-31%,-3%,-11%,1,-47%,-2.7%,-0.9%
O=C1CN(C(=O)CNC(=O)c2ccccc2Cl)c2ccccc2N1,-36%,-4%,12%,1%,-8%,1,-9%,-4.6%,1.2%
COc1ccc(NCC(=O)Nc2cc(S(=O)(=O)N3CCOCC3)ccc2N2CCOCC2)c(OC)c1,8%,·,22%,-8%,0%,·,·,·,·
CCOC(=O)C(C)Oc1ccc(=O)n(-c2ccccc2)n1 (stereo not given),5%,-6%,14%,-7%,8%,1.1,2%,-0.8%,-4.8%
Cn1c(=O)c(/C(N)=N/OC(=O)c2ccccc2)cn(-c2ccccc2)c1=O,-5%,·,-20%,-7%,14%,·,·,·,·
COc1ccc(C[C@@H]2CN3C(=NC[C@@H]3C)N2C[C@H](C)NC(=O)CCC2CCCCC2)cc1,-23%,6%,-2%,-8%,13%,1,0%,-19%,·
O=C(Nc1ccc(Br)cc1)c1cc(-c2ccc3c(c2)OCO3)on1,-34%,·,-10%,-11%,-30%,·,·,·,3.8%
CC(=O)OC(C(=O)NC1CCCCC1)c1ccccc1Cl (stereo not given),12%,7%,3%,-7%,12%,1.1,7%,-0.5%,1.5%
S=C(NCC1CCCO1)c1ccc(Br)cc1 (stereo not given),-38%,·,-11%,-8%,0%,·,·,·,-1.3%
OCC(C#CCN1CCCCC1)NCc1ccccc1 (stereo not given),-14%,5%,-1%,3%,18%,1,4%,-3.8%,21%
O=S1(=O)CCC(N=Nc2c(O)n(Cc3ccccc3)c3ccccc23)C1 (stereo not given),0%,·,8%,0%,8%,·,·,·,0.8%
CC(NC(=O)CSC(=S)N(C)C)C12CC3CC(CC(C3)C1)C2 (stereo not given),-14%,8%,12%,-7%,-14%,1.1,18%,-9.7%,-5.7%
COc1ccc(S(=O)(=O)Nc2ccccc2C(=O)NCc2ccco2)cc1,-17%,-7%,-4%,-3%,35%,0.9,-11%,-5.7%,-5.3%
CC(C)OC(=O)C1C2C=CC3(CN(CC4CCCO4)C(=O)C13)O2 (stereo not given),-2%,4%,9%,1%,-1%,1.1,4%,-1.9%,-2.5%
COc1ccc2[nH]c(C(=O)O)c(NS(=O)(=O)c3ccc(Cl)s3)c2c1,-2%,4%,0%,1%,-30%,1,-6%,-0.6%,-0.1%
Cc1[nH]c2ccc(F)cc2c(=O)c1SC(F)(F)C(F)C(F)(F)F (stereo not given),5%,-9%,10%,-3%,-14%,1.1,-1%,-4.5%,0.3%
CN(C)C(=O)NC(Nc1ccc(Cl)cc1Cl)C(Cl)(Cl)Cl (stereo not given),-17%,20%,-9%,1%,-2%,1.1,17%,-1.4%,-4.2%
COc1ccc(NC(=O)N2CCC(n3nnc4cc(C)ccc43)CC2)cc1,-25%,16%,6%,-2%,3%,1.1,8%,-5.1%,-2.2%
O=C(O)CC1(CC(=O)NCc2csc(-c3cccs3)n2)CCCCC1,-4%,·,-10%,-4%,16%,·,·,·,·
CC(C)c1ccc(Nc2cnn(C34CC5CC(CC(CC(=O)O)(C5)C3)C4)c(=O)c2Cl)cc1,-5%,2%,10%,-4%,32%,1.1,10%,-5.1%,-4.8%
Cc1ccc(C(=O)Nc2cc(C)c(OCC(=O)N3CCOCC3)c(C)c2)cc1,-64%,1%,-62%,3%,-11%,1,1%,-1.4%,6.1%
Cc1nnsc1S(=O)c1ccc(Cl)cc1 (stereo not given),-2%,·,3%,-9%,12%,·,·,·,-22%
COc1ccc(OC)c(Nc2ncnc3c2cnn3-c2cccc(C)c2)c1,16%,8%,-1%,3%,-152%,1,-4%,-6.6%,6.1%
CC1=C(C(=O)OCCOc2ccccc2)C(c2coc3ccccc3c2=O)C2=C(CCCC2=O)N1 (stereo not given),-4%,0%,-2%,4%,-19%,1,-12%,-8.7%,0.3%
CN(c1ccccc1)S(=O)(=O)c1ccc(NC(=O)C2CCCCC2C(=O)O)cc1 (stereo not given),34%,-6%,20%,-2%,-14%,1,-12%,-3.1%,-0.4%
SMILES,NOD1 inhibition,human PMI inhibitors,NOD2 inhibition,LYP inhibition,KOR beta-arrestin-1,TNAP activation fold,human PMI inhibition,XIAP displacement,KOR beta-arrestin-2
COc1cccc(C(=O)/C=C/Nc2ccc(S(=O)(=O)Nc3cc(OC)nc(OC)n3)cc2)c1,-39%,·,-15%,6%,-14%,·,·,·,1.8%
CC(Nc1ccccc1)c1cccnc1 (stereo not given),-17%,12%,3%,-7%,-37%[20 µM],1.1,12%,-13%,-4.4%
O=C(Nc1ccc(Cl)cc1)Nc1ccccc1C(=O)O,-7%,·,-138%,-13%,-23%[20 µM],1.1,·,0.2%,·
Cn1c(NC(=O)c2ccc3c(c2)OCO3)cc(=O)n(C)c1=O,-10%,8%,7%,-9%,-11%,1.1,3%,-16%,-5.5%
CC1C(=O)N2CCCc3cc(S(=O)(=O)NCc4ccccc4Cl)cc1c32 (stereo not given),-26%,·,22%,-9%,-11%,·,·,·,-3.7%
O=C(CN(c1ccccc1F)S(=O)(=O)c1ccccc1)NC1CCCCCC1,17%,1%,-4%,-2%,-10%,1.1,1%,-1.7%,-2.8%
O=C1c2ccccc2-c2cccc(C(=O)N3CCCCC3)c21,-5%,·,11%,0%,2%,·,·,·,-5.4%
CCCNC(=O)Nc1ccccc1SC,-19%,-4%,10%,-2%,-9%,1.1,-2%,-4.2%,-2.7%
CCOC(=O)Cn1nnnc1C(C(C)C)N(Cc1cccs1)Cc1cc2cc(C)ccc2[nH]c1=O (stereo not given),0%,18%,-6%,-2%,-3%,1,20%,0.3%,14%
CCOC(=O)Nc1ccc2c(c1)N(C(=O)C(C)N1CCCC1)c1ccccc1CC2 (stereo not given),10%,3%,-1%,-9%,-33%,1.1,5%,-6.4%,-4.0%
CCc1cccc(N(C(=O)c2csnn2)C(C(=O)NC(C)(C)CC)c2ccccn2)c1 (stereo not given),-16%,6%,12%,-4%,15%,1.1,6%,-0.5%,-3.2%
CCN(CC)C(=O)C(=O)N/N=C/c1ccc(C(=O)O)cc1,-9%,6%,7%,-3%,-10%,0.9,16%,-15%,-4.4%
COc1ccc(C2c3[nH]c4ccccc4c3CCN2CCCn2cccn2)c(C)c1C (stereo not given),-27%,24%,7%,-6%,47%,1.1,28%,-4.1%,·
Cc1onc(-c2ccccc2)c1C(=O)Nc1ccc(S(=O)(=O)N2CCCCC2)cc1,-9%,14%,8%,-1%,6%,1.3,11%,-0.8%,-1.6%
C=CC[n+]1ccc2ccccc2c1C,-32%,5%,18%,-4%,-24%,0.9,-10%,-6.3%,1.5%
CCN(CC)CCCNC(=O)c1cn(C)c2ccc(S(=O)(=O)N(C)C3CCCCC3)cc2c1=O,-20%,·,1%,-2%,-47%,·,·,·,2.3%
CCOc1ccc(C(=O)NC2CCN(C(=O)NCc3ccccc3)CC2)cc1,-4%,14%,-4%,-13%,26%,1,8%,-3.8%,12%
CCC(=O)N[C@@H]1CC(C(C)(C)NC(=O)CC)CC=C1C (stereo not given in full),3%,4%,7%,-10%,23%,1.1,2%,0.7%,-1.8%
Cc1ccc(S(=O)(=O)N2Cc3ccccc3CC2C(=O)NC(C)(C)C)cc1 (stereo not given),-18%,·,-6%,-2%,2%[20 µM],·,·,·,-0.1%
COc1cc(OC)cc(C(=O)N2CCC(N3CCCCCC3)CC2)c1,-13%,-2%,-8%,-4%,12%,1.1,-2%,1.5%,-6.9%
COc1ccc(-n2c3c(cc(C(=O)NC4CCSC4=O)c2=O)C(=O)CC(C)(C)C3)cc1 (stereo not given),19%,4%,16%,0%,14%,1,-4%,-4.5%,-2.6%
COc1ccc(N2C(=O)CCC2=O)c(OC)c1,-17%,5%,7%,-1%,10%,1,2%,-4.3%,-3.4%
Cc1cc(=O)[nH]c(N/N=C/c2ccccc2Cl)n1,-5%,·,6%,-4%,24%,·,·,·,-4.4%
CC(Oc1ccc(Cl)cc1Cl)/C(N)=N/O (stereo not given),-6%,·,1%,-5%,-19%,·,·,·,5.9%
CCOc1ccccc1OC(=O)c1cc2ccccc2oc1=O,-17%,2%,12%,-7%,17%,1,1%,-5.9%,-1.4%
CC(C(=O)Nc1ccc2nccnc2c1)N1C(=O)C2C3C=CC(C3)C2C1=O (stereo not given),-12%,12%,6%,-6%,-34%,1.1,10%,-0.6%,-1.4%
O=C(Cn1c(=O)n(Cc2ccc(F)cc2)c(=O)c2ccccc21)NCC1CCCO1 (stereo not given),-12%,·,14%,-6%,5%,·,·,·,-3.4%
CCCCCC[N+](C)(C)CC/C=C1/c2ccccc2Sc2ccc(Cl)cc21,-9%,·,5%,1%,-8%,·,·,·,1.2%
CN1CCN(c2ccc(NC(=O)c3cc4ccccc4o3)cc2)CC1,-58%,·,-55%,-7%,6%,·,·,·,-5.3%

# Gathered by group: the entries above with a Cl atom
SMILES,NOD1 inhibition,human PMI inhibitors,NOD2 inhibition,LYP inhibition,KOR beta-arrestin-1,TNAP activation fold,human PMI inhibition,XIAP displacement,KOR beta-arrestin-2
O=C1CN(C(=O)CNC(=O)c2ccccc2Cl)c2ccccc2N1,-36%,-4%,12%,1%,-8%,1,-9%,-4.6%,1.2%
CC(=O)OC(C(=O)NC1CCCCC1)c1ccccc1Cl (stereo not given),12%,7%,3%,-7%,12%,1.1,7%,-0.5%,1.5%
COc1ccc2[nH]c(C(=O)O)c(NS(=O)(=O)c3ccc(Cl)s3)c2c1,-2%,4%,0%,1%,-30%,1,-6%,-0.6%,-0.1%
CN(C)C(=O)NC(Nc1ccc(Cl)cc1Cl)C(Cl)(Cl)Cl (stereo not given),-17%,20%,-9%,1%,-2%,1.1,17%,-1.4%,-4.2%
CC(C)c1ccc(Nc2cnn(C34CC5CC(CC(CC(=O)O)(C5)C3)C4)c(=O)c2Cl)cc1,-5%,2%,10%,-4%,32%,1.1,10%,-5.1%,-4.8%
Cc1nnsc1S(=O)c1ccc(Cl)cc1 (stereo not given),-2%,·,3%,-9%,12%,·,·,·,-22%
O=C(Nc1ccc(Cl)cc1)Nc1ccccc1C(=O)O,-7%,·,-138%,-13%,-23%[20 µM],1.1,·,0.2%,·
CC1C(=O)N2CCCc3cc(S(=O)(=O)NCc4ccccc4Cl)cc1c32 (stereo not given),-26%,·,22%,-9%,-11%,·,·,·,-3.7%
Cc1cc(=O)[nH]c(N/N=C/c2ccccc2Cl)n1,-5%,·,6%,-4%,24%,·,·,·,-4.4%
CC(Oc1ccc(Cl)cc1Cl)/C(N)=N/O (stereo not given),-6%,·,1%,-5%,-19%,·,·,·,5.9%
CCCCCC[N+](C)(C)CC/C=C1/c2ccccc2Sc2ccc(Cl)cc21,-9%,·,5%,1%,-8%,·,·,·,1.2%

# Screening data from PubChem.

# Not all compounds are listed; rates above refer to the full screens.
